PLC-gamma1 inh = inhibitors of human phospholipase C gamma1; purified PLC-gamma1, fluorogenic substrate, fluorescence; 370,000 tested, 0.84% active; inhibition, % at 12.2 µM; P19174; in the data active = inhibition above about 9.5%
Target sequence (P19174 whole entry, looked up): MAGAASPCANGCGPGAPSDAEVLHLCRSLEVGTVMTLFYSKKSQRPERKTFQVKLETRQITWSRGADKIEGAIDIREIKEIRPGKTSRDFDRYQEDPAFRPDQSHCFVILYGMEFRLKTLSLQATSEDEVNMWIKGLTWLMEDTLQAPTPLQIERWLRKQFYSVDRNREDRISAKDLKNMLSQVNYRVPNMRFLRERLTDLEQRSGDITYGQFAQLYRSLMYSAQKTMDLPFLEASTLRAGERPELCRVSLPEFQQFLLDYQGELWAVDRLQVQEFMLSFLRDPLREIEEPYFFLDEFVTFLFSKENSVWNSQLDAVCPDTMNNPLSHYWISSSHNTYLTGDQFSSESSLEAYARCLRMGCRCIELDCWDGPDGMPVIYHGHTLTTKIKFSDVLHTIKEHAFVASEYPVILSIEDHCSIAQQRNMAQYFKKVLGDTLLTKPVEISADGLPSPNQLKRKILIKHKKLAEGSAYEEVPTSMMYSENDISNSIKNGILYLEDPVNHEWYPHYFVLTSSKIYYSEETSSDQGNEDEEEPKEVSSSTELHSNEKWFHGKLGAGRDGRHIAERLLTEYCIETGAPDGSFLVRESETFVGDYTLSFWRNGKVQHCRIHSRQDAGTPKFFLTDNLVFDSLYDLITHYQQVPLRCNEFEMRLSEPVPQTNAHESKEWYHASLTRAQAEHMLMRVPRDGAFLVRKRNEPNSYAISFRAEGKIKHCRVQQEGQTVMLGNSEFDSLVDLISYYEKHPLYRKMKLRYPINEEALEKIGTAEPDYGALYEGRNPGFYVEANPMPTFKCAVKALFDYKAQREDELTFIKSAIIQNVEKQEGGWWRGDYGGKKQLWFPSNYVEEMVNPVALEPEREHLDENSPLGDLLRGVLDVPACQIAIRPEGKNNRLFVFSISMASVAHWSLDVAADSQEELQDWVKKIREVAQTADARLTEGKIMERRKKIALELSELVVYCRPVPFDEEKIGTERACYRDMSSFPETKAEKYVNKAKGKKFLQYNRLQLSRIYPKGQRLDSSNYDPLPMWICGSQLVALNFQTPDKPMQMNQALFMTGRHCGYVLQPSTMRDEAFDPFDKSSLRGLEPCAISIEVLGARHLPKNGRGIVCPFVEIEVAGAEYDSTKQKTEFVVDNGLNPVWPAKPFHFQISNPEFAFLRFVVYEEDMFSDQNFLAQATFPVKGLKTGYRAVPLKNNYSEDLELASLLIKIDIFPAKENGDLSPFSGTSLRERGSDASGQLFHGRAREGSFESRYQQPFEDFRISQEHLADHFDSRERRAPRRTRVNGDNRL
hcDAF12 agonist = activators of H. contortus DAF-12 nuclear receptor; HEK293 hcDAF-12 lit1-tk-luc reporter, luminescence; 0% DMSO, 100% Δ7-dafachronic acid; activation, % at 6.8 µM; 370,000 tested, 1.4% active;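 active = activation above the mean of all tested compounds plus 3 SD, cut at about 5.5% in these data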;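 also: 100% = response to 3 µM Δ7-dafachronic acid high control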
DAX1 inh-1 = blocks DAX1 repression of SF-1 activated StAR promoter | 370,000 tested, 1.1% active | AID 652010 | inhibition, % at 6.8 µM | HEK293T StAR-luciferase reporter, SF-1/DAX-1 repression relief;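 active = inhibition above the mean over all tested compounds plus 3 SD, cut at about 3.6% in these data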;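 also: 0% = DAX-1 cells with DMSO and 100% = cells lacking DAX-1 with DMSO; higher inhibition means more luminescence from relief of DAX-1 repression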
hgDAF12 agonist = hgDAF-12 agonism, primary luciferase screen; HEK293 GAL4-hgDAF12 UAS-luciferase reporter, agonist luminescence; normalized to butyrate control; 370,000 tested, 1.8% active; activation, % at 6.8 µM;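 active = activation above a cutoff set at the mean of all screened compounds plus 3 SD, cut at about 10% in these data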;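 also: 0% = DMSO wells and 100% = sodium butyrate wells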
ADAM17 inh = inhibitors of human ADAM17; 370,000 tested, 0.83% active; recombinant ADAM17, EDANS/DABCYL FRET peptide cleavage; inhibition, % at 6.95 µM; P78536;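 active = inhibition above the mean of compounds lying between control limits plus 3 SD, set per campaign, cut at about 8.5% in these data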;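 also: 0% = DMSO-only wells as the low control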
ADAM10 inh = inhibits human ADAM10; O14672; inhibition, % at 7 µM; 370,000 tested, 0.62% active; recombinant ADAM10, EDANS/DABCYL FRET peptide cleavage, 3 h;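 active = inhibition above a per-campaign cutoff equal to the mean of compounds falling between control-based bounds plus 3 SD, cut at about 20% in these data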;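 also: 0% = DMSO wells while the 100% control is not disclosed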
sPLA2-III inh = Inhibits HGIII-sPLA2 liposome hydrolysis, primary screen; QFRET BODIPY PC-A2 liposome hydrolysis, fluorescence; AID 743126; Q9NZ20; 370,000 tested, 0.56% active; inhibition, % at 12.2 µM;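 active = inhibition above mean plus 3 SD of compounds lying within the high and low control bounds, cut at about 19% in these data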;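 also: 0% = median of test compound wells and 100% = no enzyme DMSO wells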
DAX1 inh-2 = inhibits human nuclear receptor DAX1; P51843; HEK293 Gal4-DAX1 luciferase reporter, luminescence; inhibition, % at 6.75 µM; 340,000 tested, 0.99% active; AID 504766;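 active = inhibition above the mean over all tested compounds plus 3 SD, cut at about 4.2% in these data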;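 also: 0% = DAX1-transfected cells with DMSO and 100% = empty-vector control cells with DMSO; inhibition shows as a rise in luminescence from relieved DAX1 repression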
GAA850 FXN act = activators of GAA850 frataxin (FXN) promoter; AID 540364; HEK293 lucGAA850 FXN promoter luciferase reporter, 24 h; percent of 10 µM SAHA response; 360,000 tested, 0.56% active; activation, % at 6 µM;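 active = activation above the average of all compounds screened plus 3 SD, cutoff fixed separately per campaign, cut at about 7.5% in these data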;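 also: 0% = DMSO wells and 100% = 10 µM SAHA wells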
ssDAF12 agonist = S. stercoralis DAF-12 activation, primary screen; 370,000 tested, 1% active; activation, % at 6.8 µM; HEK293 ssDAF-12/GRIP1 lit1-tk-luc reporter, luminescence; % of 3 µM dafachronic acid response; AID 652126;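 active = activation above the mean over all tested compounds plus 3 SD, cut at about 0.9% in these data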;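 also: 0% = DMSO-only wells and 100% = 3 µM delta7-dafachronic acid wells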
PLCb3 inh = inhibitors of human phospholipase C beta3; Q01970; Purified PLC-beta3, fluorogenic substrate, fluorescence; inhibition, % at 12.2 µM; 370,000 tested, 0.18% active; AID 720704; in the data active = inhibition above about 11%;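 also: 0% = median of compound wells on plate and 100% = full blocker control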
* = called active by the depositor; i = inactive; . = no result given.

SMILES	PLC-gamma1 inh	hcDAF12 agonist	DAX1 inh-1	hgDAF12 agonist	ADAM17 inh	ADAM10 inh	sPLA2-III inh	DAX1 inh-2	GAA850 FXN act	ssDAF12 agonist	PLCb3 inh
Cc1cc(C)c2nc(-c3ccccc3)ccc2c1	-0.1	3.0	2.8	6.4	0.0	-14.3	1.2	.	.	-0.8	5.0
CSCCC1NC(=S)N(Cc2ccccc2)C1=O (configuration not stated)	4.8	-2.1	0.7	-2.8	2.7	-3.2	-35.2	-0.2	-1.9	-1.3	-4.8
O=S1(=O)N=C(N2CCN(Cc3ccccc3)CC2)c2ccccc21	-1.1	0.5	-0.4	-0.3	-2.0	5.1	0.9	0.2	2.7	-0.9	-0.7
COc1ccc(Nc2nc(N)nc(CN3CCC(Cc4ccccc4)CC3)n2)cc1	1.1	-1.0	0.8	1.7	0.6	-12.7	-9.1	0.5	0.0	-0.7	1.8
CCC/C(=C1/c2ccccc2C(=O)N1c1ccccc1)c1ccc2c(c1)OCCO2	-109.0	1.1	-1.4	4.8	-5.2	-24.2	1.3	-0.2	-4.2	-0.7	-193.8
CC1=CC(=O)C(C(C)=Nc2ccccc2[N+](=O)[O-])C(=O)O1 (configuration not stated)	1.5	3.0	0.5	0.0	-3.4	-1.6	4.3	0.2	0.6	0.0	5.2
OC[C@H]1NC[C@@H](O)[C@@H]1O	7.4	-1.1	0.6	0.4	2.3	9.8	5.9	0.3	1.7	-1.0	0.5
Cc1ccc(C)c(C(=O)NC(C)CCc2ccccc2)c1 (configuration not stated)	1.2	-0.9	0.1	-4.1	-0.1	-1.1	-4.1	1.4	-0.4	-1.4	3.5
CCOC(=O)CSC1=C(C#N)C(=O)NC(c2ccc(OC)cc2)S1 (configuration not stated)	13.6*	-1.1	0.5	0.9	4.3	7.7	5.1	0.5	-0.1	-1.2	17.2*
COc1cccc(CNC(=O)c2nnn(CC(=O)Nc3ccc(Br)cc3)c2N)c1	0.5	-1.5	-0.8	0.9	0.5	5.0	-5.4	-0.3	-3.5	-1.6	-4.8
CN1CCN(c2ccc(S(=O)(=O)N3CCCCC3)cc2NC(=O)COc2cccc(Cl)c2)CC1	3.0	-1.6	-1.6	-0.6	-1.0	1.4	-21.8	-0.9	-0.8	-1.0	-6.8
COc1cc(NC(=O)Cn2cnc(S(=O)(=O)N3CCC(C)CC3)c2)cc(OC)c1OC	2.2	-1.9	0.3	0.5	-5.4	-0.3	-3.7	2.7	-0.8	-1.0	-10.1
CN(C)S(=O)(=O)c1cccc(NC(=O)COc2cccc(C#N)c2)c1	-0.6	3.6	-0.4	-0.7	0.3	2.3	-3.5	-1.2	-3.0	-0.9	-0.1
O=C1Nc2ccccc2N(O)N1c1cc(-c2ccc(Cl)cc2)[nH]n1	4.1	-1.1	0.6	2.2	0.4	5.2	-1.1	2.1	3.2	-1.1	1.1
CCc1nn(C(C)C(=O)NCCN2CCN(c3cccc(C)c3C)CC2)c(=O)c2cc3occc3n12 (configuration not stated)	3.4	1.1	0.4	-0.5	-5.7	-3.2	4.0	-0.9	-3.1	-1.3	-2.1
CC1CCCC(C)N1C(=O)COC(=O)CSc1ccc(C(N)=O)cc1[N+](=O)[O-] (configuration not stated)	-2.5	0.0	-0.3	0.1	-2.4	-1.0	-2.4	-0.1	-0.9	-0.7	-5.1
COc1cc(O)ccc1C=O	2.1	-2.2	0.1	-4.5	-3.4	-0.5	3.5	-1.1	0.0	-1.1	-3.3
COC(=O)c1cc2c(c3c4cc(C)ccc4n(S(=O)(=O)c4ccc(C)cc4)c13)C(=O)N(C)C2	-18.4	2.1	0.5	-0.5	-2.5	-3.8	9.4	.	.	-0.7	-24.4
COc1cc2cc(CN(CCCO)S(=O)(=O)c3ccccc3)c(=O)[nH]c2cc1OC	-60.2	-0.6	0.1	2.0	-207.7	i	1.8	0.1	2.3	-1.9	-70.6
COc1ccc(C(=O)CC2(C(=O)O)CCCCC2)cc1	6.1	-0.6	-0.1	2.2	2.6	2.6	2.9	0.9	0.4	-1.3	-0.3
NC1=NN=C(N2N=C(c3ccc(Br)cc3)CC2(O)C(F)(F)F)n2ncnc2C1 (configuration not stated)	-106.0	-0.8	1.6	-2.1	-37.3	-87.0	-57.5	1.0	-0.3	-1.7	-119.7
Cc1nnc2sc(SCC(=O)N3CCCCC3)nn2c1=O	11.7*	1.5	1.8	-0.6	-3.0	5.6	-0.6	0.3	1.9	-1.1	-3.2
COCCn1c(SCc2cccc(F)c2)nc2cc(C(=O)OC)ccc2c1=O	-0.2	0.7	-0.5	-1.2	-1.1	0.9	2.9	1.8	-0.5	-0.4	-3.7
COc1ccccc1/C=C/C(=O)NCC(=O)N/N=C/c1ccccc1[N+](=O)[O-]	1.5	-2.1	-0.4	1.9	4.7	-14.4	-0.5	-1.5	2.3	-1.5	1.6
O=C(Nc1ccncc1)C1COc2ccccc2O1 (configuration not stated)	1.0	-1.1	0.1	-2.5	-4.1	0.6	-1.8	-0.6	-1.6	-1.2	0.6

Marked active in PLC-gamma1 inh (from the list above):
canonical_smiles | PLC-gamma1 inh | hcDAF12 agonist | DAX1 inh-1 | ADAM17 inh | ADAM10 inh | sPLA2-III inh | DAX1 inh-2 | ssDAF12 agonist | PLCb3 inh
CCOC(=O)CSC1=C(C#N)C(=O)NC(c2ccc(OC)cc2)S1 (configuration not stated) | 13.6* | -1.1 | 0.5 | 4.3 | 7.7 | 5.1 | 0.5 | -1.2 | 17.2*
Cc1nnc2sc(SCC(=O)N3CCCCC3)nn2c1=O | 11.7* | 1.5 | 1.8 | -3.0 | 5.6 | -0.6 | 0.3 | -1.1 | -3.2

Next part
SMILES	PLC-gamma1 inh	hcDAF12 agonist	DAX1 inh-1	hgDAF12 agonist	ADAM17 inh	ADAM10 inh	sPLA2-III inh	DAX1 inh-2	GAA850 FXN act	ssDAF12 agonist	PLCb3 inh
COc1ccc(NS(=O)(=O)c2ccc(NC(=O)Cc3cccs3)cc2)cc1	-0.3	-3.5	-1.1	-1.9	3.4	5.6	-29.5	-1.5	0.6	-2.1	-2.7
CCn1c(=O)cc(OCC(=O)NCCc2ccc(OC)c(OC)c2)c2ccccc21	-1.5	-0.6	-0.1	-0.8	-2.3	1.5	4.9	0.0	0.1	-0.8	-2.9
CC(C)c1nc(SCC(=O)N2CCCC2)c2ccccc2n1	1.7	-1.8	-0.6	0.2	-1.3	-7.9	7.0	-2.2	-2.1	-1.6	1.4
COc1ccc(OC)c(NC(=O)c2ccc(N3C(=O)C4CC=C(C)CC4C3=O)cc2)c1 (configuration not stated)	-1.7	-1.7	-0.4	1.8	-3.2	-1.2	-11.5	-0.9	0.6	-1.3	-9.8
CCCNC(=O)COC(=O)c1n[nH]c2ccccc12	-5.0	-1.0	0.0	-0.2	-9.1	-2.6	3.1	-1.4	0.3	-1.5	-7.4
CCOc1ccc(-n2ccnc(SCC(=O)Nc3ccc(CC)cc3)c2=O)cc1	-12.1	0.2	-2.5	4.0	-3.8	-16.5	-4.3	-1.0	0.5	-1.4	-6.2
CCN1Cc2nnn(Cc3ccccc3)c2-c2cc(F)ccc2S1(=O)=O	-1.5	-0.3	0.0	-0.4	-1.1	-2.6	2.4	.	.	-0.6	0.2
Cc1ccc(CCC(=O)Nc2ccc(S(N)(=O)=O)cc2)o1	-8.5	0.4	-0.7	-0.5	-2.8	-5.5	-16.1	1.5	-0.5	-1.3	-3.8
CC(C)NC(=O)CSc1nc(Cc2cccs2)nc2ccccc12	-3.4	-1.5	0.3	-1.0	-1.4	-5.9	3.8	-1.3	1.1	-1.1	-11.7
CCCC[C@H]1C2CC(OC(=O)NCc3ccccc3)C(C2)[C@H]2CCCCN21 (some centres not stated)	-1.6	0.9	-0.3	-3.4	-10.2	-17.3	9.2	.	.	-1.1	-2.3
Cc1cccc(OCc2nnc(SCc3cc(=O)[nH]c4ccccc34)n2-c2ccccc2)c1	4.5	-0.9	-0.5	-0.6	-3.9	-8.3	-18.3	-1.9	0.7	-0.8	-2.6
COc1ccc(-c2cc(C(F)(F)F)nc(N3CCN(Cc4ccccc4)CC3)n2)cc1OC	-2.1	-0.8	0.4	1.0	-5.2	5.4	0.7	-1.9	-0.1	-0.7	-14.9
Cc1nn(C(=O)N(C)C)c(C)c1CN1C(=O)c2ccccc2C1=O	4.8	-1.1	-0.2	-3.2	0.8	2.0	-3.5	-1.6	-0.1	-1.7	-2.3
COc1ccc(OC)c(S(=O)(=O)NC(=O)C2(C)CCN2C(=O)CC2CCCC2)c1 (configuration not stated)	10.7*	1.1	-0.2	-0.5	-2.9	-7.1	18.3	.	-0.1	-0.5	4.1
COc1cc(C(CC(=O)Nc2ncccc2C)N2Cc3ccccc3C2=O)cc(OC)c1OC (configuration not stated)	5.6	-2.5	-0.1	0.0	0.2	8.6	2.9	1.2	-0.8	-0.6	-2.0
CCn1c2ccccc2c2cc(NC(=O)CSc3nnc(C4CC4)n3Cc3ccco3)ccc21	3.6	-1.5	-0.5	0.3	2.6	15.9	-19.0	0.1	-1.6	-0.8	-0.2
Cc1ccc([N+](=O)[O-])cc1NC(=O)c1ccc(CSc2ccccc2)cc1	2.2	-3.3	-0.3	1.3	3.0	4.1	3.6	-1.4	-4.2	-1.6	3.0
COc1ccc(-c2nnc3ccc(SCC(=O)N4CCOCC4)nn23)cc1	-1.9	-0.8	0.6	0.3	-0.5	0.0	-2.6	.	1.5	-1.6	-2.7
Nc1cc(S(=O)(=O)Nc2ccccc2Cl)ccc1N1CCOCC1	-1.5	-1.1	-0.7	-2.1	-7.8	-4.4	2.6	-1.3	0.4	-1.3	-9.6
Nc1nonc1C(=O)NC(c1ccccc1)c1ccccc1	0.7	-1.7	-0.1	0.3	-1.5	5.8	-7.5	0.5	-1.3	-1.7	5.0
Cc1nc2c(OCC(=O)C(C)(C)C)cccn2c1N(C)Cc1cccs1	-22.7	-3.2	-1.2	-2.1	-25.2	-77.8	-8.2	.	0.7	-1.2	-31.6
CCCCNC(=S)N=Nc1c(O)n(Cc2ccccc2)c2ccccc12	6.1	-0.4	-0.3	-0.3	-0.5	3.0	2.0	1.1	2.9	-1.4	4.1
CC(C)(C)c1ccc(/C=N/OCC(=O)NCc2ccc(F)cc2)cc1	12.5*	-0.6	0.1	-1.6	13.1*	28.3*	-8.8	-1.0	3.0	-2.0	1.8
O=P(c1ccccc1)(c1ccccc1)C(O)c1ccncc1 (configuration not stated)	5.3	0.0	0.2	-0.3	6.8	-3.2	6.9	0.9	-0.7	-1.2	5.7
C[C@@H]1CN([C@@H](C)CO)S(=O)(=O)c2ccc(Br)cc2O[C@H]1CN(C)C(=O)Nc1ccc2c(c1)OCO2	-2.3	-0.3	1.6	2.4	-2.5	-2.3	-2.5	2.6	0.3	-0.9	1.7
NS(=O)(=O)c1ccc(CCNC(=O)c2cc(-c3cccs3)nc3ccccc23)cc1	-480.8	-1.6	-1.7	-6.9	-442.9	i	-7.8	-1.4	-2.2	-1.6	i
